# Assay outcomes from PubChem BioAssay.
# Hck-Nef inh: inhibitors of human Hck kinase activated by Nef | inhibition, % at 20 µM | Recombinant Hck-YEEI plus Nef, Z-Lyte FRET kinase assay | AID 463187 | P08631 | 220,000 compounds, 0.68% hits;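 active = Hck-Nef kinase inhibition above about 50%, limit read from the data; inactive = inhibition below that limit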;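 also: 0% = DMSO with Hck plus Nef and 100% = Hck alone without Nef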
# Target sequence (P08631 whole entry, looked up): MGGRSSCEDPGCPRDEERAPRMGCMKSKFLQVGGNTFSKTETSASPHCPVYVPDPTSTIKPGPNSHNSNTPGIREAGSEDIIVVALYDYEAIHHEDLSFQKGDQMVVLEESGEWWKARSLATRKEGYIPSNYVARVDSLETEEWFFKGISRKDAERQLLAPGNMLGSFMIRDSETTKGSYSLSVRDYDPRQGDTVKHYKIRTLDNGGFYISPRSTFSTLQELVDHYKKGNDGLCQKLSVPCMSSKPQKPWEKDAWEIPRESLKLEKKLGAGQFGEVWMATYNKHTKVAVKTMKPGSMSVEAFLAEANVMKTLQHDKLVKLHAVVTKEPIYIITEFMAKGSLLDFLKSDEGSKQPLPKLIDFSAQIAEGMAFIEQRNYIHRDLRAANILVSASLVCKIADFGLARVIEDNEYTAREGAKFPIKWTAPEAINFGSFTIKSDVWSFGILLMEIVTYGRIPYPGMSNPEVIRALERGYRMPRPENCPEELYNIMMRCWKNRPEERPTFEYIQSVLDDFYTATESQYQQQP
# EP2 mod: EP2 receptor (human) modulation. EP2-expressing cells, cAMP HTRF FRET, PGE2 co-stimulation. induction, % at 25 µM. 260,000 compounds, 0.83% hits. AID 940;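 active = compounds whose cAMP rise, as percent of the full-agonist control response, exceeds 60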;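 also: rat C6 glioma line stably carrying human EP2 under a CMV promoter; the protocol text gives 20 µM as final concentration; 100% = response of wells given 1 µM PGE2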
# Target sequence (P43116 whole entry, looked up): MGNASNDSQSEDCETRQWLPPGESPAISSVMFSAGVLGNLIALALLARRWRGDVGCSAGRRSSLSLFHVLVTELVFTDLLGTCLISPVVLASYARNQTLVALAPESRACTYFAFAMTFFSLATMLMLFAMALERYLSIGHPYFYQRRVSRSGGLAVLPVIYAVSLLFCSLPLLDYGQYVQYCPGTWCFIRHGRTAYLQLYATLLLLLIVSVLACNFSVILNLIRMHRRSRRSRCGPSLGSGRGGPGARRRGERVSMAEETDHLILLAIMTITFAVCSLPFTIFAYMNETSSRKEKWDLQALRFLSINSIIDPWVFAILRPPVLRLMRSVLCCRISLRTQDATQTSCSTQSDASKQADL
# RBBP9 inhibitor: blocks human serine hydrolase RBBP9. recombinant RBBP9, FP-Rh probe fluorescence polarization. inhibition, % at 7.94 µM. 220,000 compounds, 0.2% hits. AID 1515;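 active = inhibition above the campaign mean of all tested compounds plus 3 SD, cut at about 14% in these data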;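 also: plate controls were DMSO wells with RBBP9 for no effect and wells lacking RBBP9 protein for full effect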
# Target sequence (O75884 whole entry, looked up): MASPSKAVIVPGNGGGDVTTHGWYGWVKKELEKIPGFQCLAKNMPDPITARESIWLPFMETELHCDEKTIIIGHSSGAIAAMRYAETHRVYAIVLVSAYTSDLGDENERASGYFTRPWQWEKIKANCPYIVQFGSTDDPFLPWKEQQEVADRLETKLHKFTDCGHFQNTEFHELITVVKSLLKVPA
#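 Test system: recombinant human RBBP9; Timing: 30 min then 45 min, 25 °C; Detection: fluorescence polarization; Control set: RBBP9 with DMSO as uninhibited control, no-protein wells as full inhibition; Compound dosing: one concentration, 7.94 µM nominal, 0.794% DMSO; Probe or stimulus: FP-Rh activity-based probe, 375 nM before mixing.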
# Runt-CBFb FRET: blocks binding of human RUNX1 Runt domain to CBFb; AID 1496; Cerulean-Runt/Venus-CBFb FRET ratio 530/480, 1 h; inhibition, % at 20 µM; 220,000 compounds, 0.46% hits; Q01196+Q13951;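 active = inhibition over about 50% at 20 µM in the single-dose screen, limit read from the data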;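 also: 0% = DMSO wells and 100% = excess unlabeled CBFb competitor control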
#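 Assay system: Cerulean-Runt domain / Medium: Tris 50 mM pH 7.5, KCl, K2SO4, 0.01% BSA / Timing: protein complex preformed 1 h, compound exposure 1 h, room temperature, dark / Measured by: FRET, excitation 422 nm, emission at 530 and 480 nm / Evaluation: loss of energy transfer signal / Control set: 5 µM unlabeled CBFb as full-inhibition high control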
# L929 necroptosis: blocks zVAD induced death of L929 cells | L929 zVAD necroptosis rescue, ATP luminescence, 24 h; with zVAD 60 µM | viability rescue, % at 10 µM | 220,000 compounds, 0.38% hits | AID 1377;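 active = activation, scaled between plate controls, above about 75%, limit read from the data; inactive = activation under that limit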;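 also: 0% = zVAD with DMSO and 100% = DMSO alone without zVAD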
# Runt-SMMHC FRET: Runt domain-CBFb-SMMHC interaction inhibition | Cerulean-Runt/Venus-CBFb-SMMHC FRET ratio 530/480, 1 h | inhibition, % at 20 µM | 220,000 compounds, 0.74% hits;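 active = mean inhibition across duplicate retests at 20 µM reaching about 50%, limit read from the data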;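 also: 0% = DMSO wells and 100% = wells with excess untagged CBFb-SMMHC; inhibitors lower the FRET ratio by blocking Runt binding to CBFb-SMMHC; some results filed as inactive read as strong as hits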
# PGE2 EP2 inh: inhibitors of human EP2 prostaglandin E2 receptor; P43116; C6 glioma cells expressing human EP2, cAMP TR-FRET; cells stimulated with saturating PGE2; inhibition, % at 25 µM; 260,000 compounds, 0.52% hits;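 active = percent inhibition above 40 after rounding to a whole number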;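 also: rat C6 glioma host cells with rolipram phosphodiesterase inhibitor present; the protocol text gives 20 µM as final concentration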
# TNF death inh: blocks TNF-alpha induced death of Jurkat FADD-/- cells; activation (protection from cell death), % at 10 µM; Jurkat FADD-/- TNF necroptosis rescue, ATP luminescence, 24 h; 0 = TNF only, 100 = no-TNF cells; 220,000 compounds, 0.068% hits;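 active = activation, meaning protection from cell death, of at least 50% relative to plate controls; inactive = activation below 50%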;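 also: necroptosis triggered by 40 ng/mL TNF-alpha added together with compound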
# PERK inhibitor: blocks human PERK kinase; Q9NZJ5; CHO PERK-DD fusion, SEAP luminescence translation reporter; inhibition, % at 5.6 µM; 220,000 compounds, 0.17% hits;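 active = inhibition above the mean inhibition of all tested compounds plus 3 SD, set separately per screening campaign, cut at about 2.9% in these data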;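 also: PERK kinase domain activated by AP20187 dimerizer at 100 nM; 0% = DMSO with dimerizer and 100% = rapamycin at 8.4 µM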
# The depositor's hits bear a star; x = no result given; & = joins results of further samples. Some of the compounds tested; the hit share may differ from the screen's.
# Each structure is followed by: Hck-Nef inh	EP2 mod	RBBP9 inhibitor	Runt-CBFb FRET	L929 necroptosis	Runt-SMMHC FRET	PGE2 EP2 inh	TNF death inh	PERK inhibitor
Cc1c(C(=O)Nc2ccncc2)sc2nc(-c3ccccc3)cn12
    6.3	14.1	-8.2	2.3	3.2	4.6	27.2	-7.8	-0.5
CCCCc1nc2ccccc2n1CC(=O)NN
    0.2	6.6	-8.4	0.6	1.4	3.5	2.8	0.7	0.9
O=C(CSc1nc(-c2cccs2)cc(C(F)(F)F)n1)NCc1ccccc1
    0.7	-44.3	-6.9	-0.7	0.2	-2.0	8.0	-0.3	-0.9
O=C(Cc1ccc(Cl)cc1)NCCN1CCCC1
    -0.6	-5.0	-7.0	-0.4	1.6	2.5	7.6	0.2	-0.6
CC(=O)Nc1cc(C(=O)N2CCCC2)ccc1S(=O)(=O)c1ccc(Cl)cc1
    1.6	11.0	-1.1	2.2	0.1	-1.1	11.9	0.7	0.2
CCOC(=O)C1C(=O)NC(N2CCCCC2)=NC1c1ccco1 (stereo unspecified)
    1.4	11.3	-3.7	0.0	0.7	-0.9	7.5	0.3	0.2
Cc1nnc(NCc2ccncc2)c2ccccc12
    0.7	-15.1	-6.8	0.1	-0.2	-19.1	5.3	1.0	0.2
Cc1ccc(Nc2nc3c([nH]2)c(=O)n(C)c(=O)n3C)cc1
    -0.2	-6.6	-1.3	-1.0	-0.2	-0.8	11.1	-1.8	-0.2
COc1ccc(/C=N/NC(=O)COc2ccccc2-c2ccccc2)cc1
    0.5	4.6	-1.9	-0.6	0.1	2.0	12.1	-20.2	0.8
CCc1ccc(C(=O)CN(C#N)c2nc(C)cc(C)n2)cc1
    1.8	-47.8&5.7	-8.9	-4.3	0.6	-2.6	9.9&16.8	-3.7	-0.1
CC1=NOC(=O)/C1=C\c1ccc(-c2ccccc2Br)o1
    51.7*	14.3	0.5	x	1.8	62.2	43.8*	-4.2	1.0
O=c1[nH]c2ccc(S(=O)(=O)N3CCN(C4CCCCC4)CC3)cc2[nH]c1=O
    -0.4	24.4	-0.6	0.7	0.1	-1.0	10.2	-1.6	0.6
CCCCC(=O)Nc1nc2ccc(C(=O)OC)cc2s1
    13.2	-5.6	3.1	-1.7	-1.6	1.5	4.0	-9.1	-0.1
Cc1ccccc1CNC(=O)CN(c1cccc([N+](=O)[O-])c1)S(C)(=O)=O
    -6.3	4.0	-6.6	-0.5	0.8	1.8	3.1	-0.1	1.6
O=C(C1CCCN1S(=O)(=O)c1ccc(Cl)c(Cl)c1)N1CCCCC1 (stereo unspecified)
    -0.2	-0.6	4.5	-0.5	-0.3	0.6	6.5	0.5	-0.2
CS(=O)(=O)n1nc(-c2ccc(Cl)cc2)nc1SCc1ccccc1
    -0.2	15.1	1.4	2.8	0.2	-7.8	6.1	2.1	-0.3
COC(=O)CNC(=O)COC(=O)c1cc(F)c(F)cc1Cl
    -18.3	33.8	-9.1	0.8	-1.1	-3.0	8.7	0.1	1.2
O=C(c1ccco1)N1CCN(S(=O)(=O)c2ccccc2[N+](=O)[O-])CC1
    -6.7	-22.0	3.3	2.6	2.2	-0.4	6.8	0.4	0.9
CC(=O)c1ccc(OCC(O)CN2CCN(Cc3ccc4c(c3)OCO4)CC2)cc1 (stereo unspecified)
    4.0&20.1	-1.9&3.0	-3.1	-0.9&2.5	-1.1&-0.8	3.3&-3.8	15.2&14.0	0.1&0.7	-0.5
O=C(NCC1CCCO1)C(c1ccncc1)N(Cc1ccc(F)cc1)C(=O)CN1C(=O)c2ccccc2S1(=O)=O (stereo unspecified)
    8.3	32.8	-3.9	-4.7	0.7	0.1	9.3	1.4	0.5
COc1ccc(C)cc1NC(=O)COC(=O)C1CCN(C(=O)c2ccc(Cl)cc2)CC1
    -22.8	-26.5	-12.3	-4.2	0.5	1.4	8.7	0.2	0.0
COc1ccc(N2C(=O)CC(Sc3nc4c(cc3C#N)CCC4)C2=O)cc1 (stereo unspecified)
    19.8	-23.2	1.9	37.5	16.8	1.3	6.6	-1.3	0.5
CCOC(=O)C1=C(C)N=C2SCCC(=O)N2C1c1ccc(OC)cc1 (stereo unspecified)
    24.9	17.4	-3.1	x	-0.4	x	10.7	-0.2	0.0
C=CCN(C(=O)CSc1nc2ccsc2c(=O)n1Cc1ccccn1)c1ccccc1
    21.2	1.1	-2.5	-1.3	-0.7	1.4	10.5	0.7	-0.1
CCCCCCSc1nc(O)c(C2OC(=O)c3c2ccc(OC)c3OC)c(=O)n1CC (stereo unspecified)
    2.4	18.8	-3.4	-1.8	0.2	4.3	17.4	-0.4	0.3
Cc1ccccc1NC(=O)c1ccc(Cn2cc([N+](=O)[O-])cn2)o1
    23.6	-3.5	-6.0	-0.3	3.7	-3.9	-0.2	0.8	0.2
CSc1cc(-c2ccc(Cl)cc2)c(C(=O)N2CCCC2)s1
    2.2	12.7	3.9	0.3	0.3	-1.9	16.5	-5.7	0.1
CC(=O)N1CSCC1C(=O)N1CCN(c2ccc(N3CCOCC3)nn2)CC1 (stereo unspecified)
    1.9	1.4	0.0	3.1	0.1	5.1	10.8	0.8	1.3
O=C(/C=C\c1ccccc1)Nc1ccc(NC(=O)c2ccco2)cc1
    20.3	-47.3	1.1	1.6	72.7	-0.8	9.5	3.6	0.3
C=CCN1C(=O)CN=C1Nc1ccc(F)cc1
    26.2	27.8	-6.6	2.1	2.2	-4.5	4.6	0.9	0.2
NC(N)=Nc1nc2ccc(Br)cc2c(=O)[nH]1
    26.1	-27.6	2.7	1.5	12.6	-1.7	1.8	1.4	0.9
CCCC(=O)n1nc(-c2cccnc2)nc1NCc1ccccc1
    11.6	37.5	0.4	-1.9	79.1*	-0.9	5.4	2.1	0.6
CCN1CCN(C(c2cccs2)C(C)NC(=O)NC2CCCCC2)CC1 (stereo unspecified)
    1.8	-1.6	-4.1	0.4	-0.1	0.8	9.2	1.1	0.5
COc1ccc(-c2nc3c(c(SCC(=O)N4CCOCC4)n2)COC(C)(C)C3)cc1
    0.8	-47.1	-5.7	-4.3	4.4	1.8	6.3	1.9	0.6
O=C(O)CC1COc2ccccc2N1C(=O)c1ccccc1Cl (stereo unspecified)
    21.4	7.2	0.4	0.1	5.0	0.3	1.6	-1.5	0.7
Fc1ccc(C2CCCN2Cc2nc(Cc3ccccc3F)no2)cc1 (stereo unspecified)
    26.2	8.2	-8.1	-2.8	0.3	-2.2	2.3	1.0	0.6
CCSCCNC(=O)c1cc(-n2cnnc2)ccc1Cl
    -10.4	28.5	-3.4	-2.2	-0.1	6.6	3.8	-0.1	-0.1
Cc1cccc(OCc2nnc(SCc3nc4cc(C(F)(F)F)ccc4c(=O)[nH]3)o2)c1
    8.9	7.8	-7.6	-10.5	1.1	-13.1	5.2	1.3	0.2
O=C(OCC(=O)N1CCN(c2ccccc2)CC1)c1cnc(Cl)c(Cl)c1
    20.4	33.3	-4.5	-1.2	2.4	-6.0	3.6	0.6	0.1
CC(C)CNC(=O)C(=O)NNC(=O)c1ccco1
    15.4	56.5	0.1	-0.6	6.6	-4.1	8.5	1.1	1.1
CC1CCCCN1S(=O)(=O)c1ccc2c(c1)CCN2C(=O)C1CCC1 (stereo unspecified)
    -1.2	15.7	5.5	0.3	2.1	1.3	x	1.4	-1.1
CCOC(=O)c1nc(-c2ccccc2)oc1N(C)C
    -1.5	x	4.6	0.1	0.0	10.9	13.4	4.0	1.1
O=C(CC(NS(=O)(=O)c1ccc(Cl)cc1)c1ccco1)NC1CCCC1 (stereo unspecified)
    1.5	12.3	-8.5	-1.2	1.8	0.7	13.5	-1.3	-0.3
Cc1cccc(S(=O)(=O)C(C#N)c2nc3ccccc3nc2N2CCCC2)c1 (stereo unspecified)
    1.1	14.9	0.2	-14.1	0.2	-31.5	18.1	-1.5	-1.2
O=C(CSc1nnc(-c2ccncc2)o1)NC1C2CC3CC(C2)CC1C3 (stereo unspecified)
    1.6	15.2	-8.8	-0.2	71.0	-0.6	4.3	3.0	-0.7
CC1C/C(=N\Nc2ccc(S(N)(=O)=O)cc2[N+](=O)[O-])CC(C)(C)C1 (stereo unspecified)
    2.3	31.4	-4.8	-10.0	1.0	-6.4	1.7	-1.5	0.3
COCCNC(=O)Cn1cnc2ccc(S(=O)(=O)N3CCC(C)CC3)cc2c1=O
    -1.4	24.8	4.0	x	-0.7	1.6	12.2	0.1	0.5
Cc1occc1C(=O)Nc1cccc(C(=O)O)c1
    4.4	33.0	-7.2	-26.7	-0.1	1.2	7.8	-1.8	0.8
C/C(=N\N(Cc1ccccc1)c1ccccc1)c1cccnc1
    28.4	69.8*	-10.4	-0.6	-0.6	-0.1	9.4	1.9	0.1
CCOC(=O)CCc1nn(C)c(=O)c2ccccc12
    -5.0	-0.1	-6.8	-1.3	x	-0.6	9.8	-0.1	-0.5

# New compounds follow:
# Each structure is followed by: Hck-Nef inh	EP2 mod	RBBP9 inhibitor	Runt-CBFb FRET	L929 necroptosis	Runt-SMMHC FRET	PGE2 EP2 inh	TNF death inh	PERK inhibitor
O=C(C1CCN(S(=O)(=O)c2cccs2)CC1)N1CCN(Cc2ccccc2)CC1
    22.9	-5.9	2.7	-1.9	-0.5	0.0	5.7	-0.5	1.7
O=C(CSc1ncnc2scc(-c3ccccc3)c12)NC1CCS(=O)(=O)C1 (stereo unspecified)
    0.6	0.4	-2.5	1.7	-0.1	-0.7	7.6	1.8	1.0
O=c1c2[nH]c3ccc(F)cc3c2ncn1CCC1=CCCCC1
    22.7	-24.7	-10.9	2.7	1.6	-2.7	11.2	5.3	0.5
COC(=O)c1oc2ccc(Br)cc2c1NC(=O)CN1CCN(C)CC1
    -0.2	x	-3.0	x	-0.5	x	7.6	5.0	-0.6
Cc1cc(C)c(S(=O)(=O)N2CCN(c3ccc([N+](=O)[O-])c(-n4nc(C)cc4C)c3)CC2)c(C)c1
    0.2	-20.6	-1.8	-0.4	-0.4	-7.7	5.1	-10.4	-0.8
O=C(NCc1ccc2c(c1)OCO2)C1CCC(CNS(=O)(=O)c2ccc(Cl)cc2)CC1 (stereo unspecified)
    0.9	-15.6	5.5	2.3	0.7	0.6	6.5	-0.4	-1.2
CCOC(=O)N1CCN(C(=O)COc2ccc3c(c2)C(=O)CC(C)(C)O3)CC1
    11.2	13.3	-4.8	2.4	1.3	8.2	9.2	-0.9	0.1
CCc1ccc(NC(=O)C2C3/C=C\CCCCC32)cc1 (stereo unspecified)
    -19.2	1.6	-6.8	0.8	6.0	0.2	16.4	2.8	0.2
Cc1cc(C)c(OCCCCNCc2ccccc2)c(Cl)c1
    -0.6	1.7	-2.3	-1.6	0.5	-2.0	4.3	-1.6	-1.2
CCCc1c(C)[nH]c2ccccc2c1=O
    -1.4	7.6&29.7	-2.0	2.5	0.3	0.5	8.1&10.1	-0.7	1.3
